Source: PubChem (several laboratories)
RTF Ca sens inh – cardiac RTF calcium desensitization; inhibition, % at 7.15 µM; P19429+P45379; IANBD-labeled cardiac RTF, Ca2+ fluorescence; 0.12% of 340,000 active;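 active means inhibition above the mean inhibition of all tested compounds plus 3 SD, cut at about 17% in these data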;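 further: assay run at fixed EC70 calcium of 1.6 mM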
CAL PDZ FP-1 – inhibitors of human CAL PDZ peptide binding; Q9HD26; purified CAL PDZ, TMR-peptide fluorescence polarization, 1 h; inhibition, % at 20 µM; 0.02% of 330,000 active; AID 504414;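 active means highest replicate inhibition of at least 40%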;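 further: plate controls were DMSO neutral control wells for no effect and unlabeled competitor peptide control wells for full effect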
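Test system: purified CerCALP PDZ construct; Compound dosing: one concentration, 20 µM compound; Also added: TMR-labelled reporter peptide T*-PRC34 bound in PDZ groove; Read-out: inhibition from polarization loss; Controls: unlabelled peptide and DMSO controls; Signal: FP readout, S and P plane fluorescence; Incubation: 1 h at RT.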
PKA-R2B activ – activators of human PKA-R2B complex; PKA-R2B holoenzyme dissociation, Cy5-IP20 fluorescence polarization; R2B truncated from residue 108, S112A mutant; 0% DMSO only, 100% 113 µM cGMP; activation, % at 11.4 µM; 0.079% of 340,000 active;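 active means activation above a cutoff set at the mean over all compounds plus 3 SD, cut at about 18% in these data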;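 further: higher means more holoenzyme dissociation and a rise in polarization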
Target sequence (P31323 whole entry, looked up, other chains not shown, the tested form may be a part): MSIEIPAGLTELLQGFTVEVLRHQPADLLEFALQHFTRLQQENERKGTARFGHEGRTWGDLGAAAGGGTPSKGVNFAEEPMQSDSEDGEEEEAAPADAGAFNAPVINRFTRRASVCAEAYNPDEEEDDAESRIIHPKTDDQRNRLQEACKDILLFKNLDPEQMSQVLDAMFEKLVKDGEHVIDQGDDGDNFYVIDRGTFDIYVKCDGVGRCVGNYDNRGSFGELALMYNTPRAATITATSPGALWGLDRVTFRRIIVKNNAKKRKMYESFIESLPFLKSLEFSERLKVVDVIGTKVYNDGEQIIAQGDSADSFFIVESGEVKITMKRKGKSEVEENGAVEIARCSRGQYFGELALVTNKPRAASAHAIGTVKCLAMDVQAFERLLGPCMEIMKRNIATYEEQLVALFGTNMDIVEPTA
SR-BI uptake up – enhances SR-BI lipid uptake from DiI-HDL; CHO ldlA[mSR-BI] cells, DiI-HDL uptake fluorescence, 3 h; 100 = double the neutral-control signal; activation, % at 12.5 µM; 0.096% of 320,000 active;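 active means mean replicate activation of at least 60% and every replicate at or above 60%; inconclusive means mean or all-replicate condition met, but not both; inactive means mean below 60% and not all replicates reaching 60%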;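 further: 0% = median plate neutral-control signal and 100% = twice that signal; values of inactives mirror those of a sister screen read the other way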
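System: CHO ldlA[mSR-BI] cells / Medium: HEPES-buffered (25 mM, pH 7.4) F12 plus 0.5% BSA / Probe or stimulus: labelled HDL, 10 µg/mL / Doses: single compound concentration, delivered by pin transfer / Schedule: 3 h, 37 °C / Measured by: DiI fluorescence, bottom read / Measure: cell-associated DiI fluorescence as measure of HDL uptake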
Rtt109 Vps75 – blocks Candida albicans Rtt109/Vps75 acetyltransferase activity. purified Rtt109/Vps75, ThioGlo CoA-SH fluorescence, 4 h. inhibition, % at 34.9 µM. 0.16% of 330,000 active. AID 540336;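 active means inhibition of at least 50% in every replicate; inconclusive means best replicate reaches 50% inhibition but some replicates fall short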
C-LANA FP – KSHV C-LANA DNA binding inhibition. MBP-C-LANA/FAM-LBS DNA binding, fluorescence polarization. inhibition, % at 9 µM. 0.078% of 340,000 active. AID 504423;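 active means highest replicate inhibition at or above 60% at 9 µM, even if other replicates fall short; inactive means all replicates below 60% inhibition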;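 further: 0% = neutral control wells and 100% = 4 µM acridine orange control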
DAGLB inhibitor – diacylglycerol lipase beta (human) inhibition; Q8NCG7; HEK293T DAGLB membrane lysate, EnzChek fluorogenic substrate; inhibition, % at 5.17 µM; 0.059% of 340,000 active; AID 504411; in the data active means inhibition above about 34%;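 further: 0% = enzyme with vehicle and 100% = wells lacking enzyme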
Target sequence (Q8NCG7 whole entry, looked up): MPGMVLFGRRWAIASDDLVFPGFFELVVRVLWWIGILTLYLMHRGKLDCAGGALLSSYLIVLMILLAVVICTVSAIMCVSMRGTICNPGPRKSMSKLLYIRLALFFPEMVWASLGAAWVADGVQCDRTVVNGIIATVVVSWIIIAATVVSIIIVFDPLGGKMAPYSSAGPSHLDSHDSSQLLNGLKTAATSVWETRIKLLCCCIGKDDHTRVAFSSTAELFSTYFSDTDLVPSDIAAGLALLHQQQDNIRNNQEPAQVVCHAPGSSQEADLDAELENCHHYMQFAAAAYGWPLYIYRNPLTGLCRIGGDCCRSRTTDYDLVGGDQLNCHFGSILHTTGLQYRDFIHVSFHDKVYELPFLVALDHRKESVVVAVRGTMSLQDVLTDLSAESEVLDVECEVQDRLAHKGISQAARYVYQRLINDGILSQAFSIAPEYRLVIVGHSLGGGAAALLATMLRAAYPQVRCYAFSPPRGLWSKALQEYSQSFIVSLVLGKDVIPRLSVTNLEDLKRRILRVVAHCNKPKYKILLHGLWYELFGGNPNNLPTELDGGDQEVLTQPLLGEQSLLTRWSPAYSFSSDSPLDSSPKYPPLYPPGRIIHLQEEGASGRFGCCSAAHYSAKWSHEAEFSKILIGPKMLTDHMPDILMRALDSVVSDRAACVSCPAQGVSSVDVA
Keap1-Nrf2 PPI – inhibitors of human Keap1-Nrf2 protein-protein interaction; Q14145; Keap1 Kelch-Nrf2 peptide fluorescence polarization, 1536-well; inhibition, % at 9.4 µM; 0.15% of 340,000 active; AID 504523; in the data active means inhibition above about 12%; inconclusive means no clear call, values can overlap the other calls; inactive means below about 7.3%;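 further: human Keap1 Kelch domain with fluorescein labeled Nrf2 9mer peptide probe; 0% = neutral control wells and 100% = peptide positive control; higher means more block of Keap1 binding to Nrf2 peptide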
CAL PDZ FP-2 – blocks peptide binding to the human CAL PDZ domain; 0.92% of 300,000 active; purified CAL PDZ, TMR-peptide fluorescence polarization, 1 h; AID 602252; inhibition, % at 24.9 µM; Q9HD26;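 active means mean inhibition of at least 30% with at least half of replicates also reaching 30%; inconclusive means no clear call, values can overlap the other calls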;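 further: 0% = DMSO neutral control and 100% = excess unlabeled competitor peptide PRC23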
RTF Ca sens act – cardiac RTF calcium sensitization | P19429+P45379 | IANBD-labeled TnC RTF fluorescence at EC20 calcium; 0% EC20 calcium, 100% full calcium | activation, % at 7.2 µM | 0.24% of 340,000 active;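 active means activation above the mean over all tested compounds plus 3 SD, cut at about 30% in these data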;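 further: rise in fluorescence read as greater calcium sensitivity of cardiac thin filaments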
An asterisk follows results filed as active; u = inconclusive; x = not tested or not shown.

Below each SMILES – RTF Ca sens inh	CAL PDZ FP-1	PKA-R2B activ	SR-BI uptake up	Rtt109 Vps75	C-LANA FP	DAGLB inhibitor	Keap1-Nrf2 PPI	CAL PDZ FP-2	RTF Ca sens act
COc1c(Cl)ccc(Cl)c1C(=O)NC(=O)N1CCOCC1
    -1	-0.2	3	7	8	-0.5	-3	2	-1	2
c1ccc(Oc2ccc(-c3ccn[nH]3)cc2)cc1
    3	-1.0	1	11	-5	-1.2	-4	2	x	-4
O=C(CC(c1ccccc1)c1ccccc1)Nc1ccncc1
    -12	-2.8	-6	-8	2	-0.7	1	0	81*	0
CN(c1ccccc1)S(=O)(=O)c1cccc(NC(=O)Cc2ccc(Cl)cc2)c1
    11	-0.7	4	6	2	-0.5	-5	-2	x	-2
O=C1CCCc2c1sc1nc3n(c(=O)c21)CCCCC3
    -13	-4.0	-5	-5	6	-0.5	2	3	-5	4
CSc1ccccc1NC(=O)c1ccccn1
    7	-0.5	-8	-8	-5	0.0	-5	-3	-7	4
O=C(c1ccncc1)N1CCN(C(=O)c2cccs2)CC1
    -7	-0.5	4	1	-9	-2.3	-4	-6	-4	6
COc1ccc(NC(=O)CN(C)S(=O)(=O)c2ccc(Cl)cc2)cc1Cl
    -5	-2.1	-11	11	-5	-2.4	0	0	-4	2
Cc1cccc(CN2CCCC(C(=O)c3ccc4c5c(cccc35)CC4)C2)n1 (stereo not drawn)
    -9	-3.6	0	0	-21	-0.1	-2	-7	-4	8
O=C(N/N=C/c1ccccn1)C(O)c1ccccc1 (stereo not drawn)
    -1	0.3	-13	-2	-2	0.2	0	-9	-3	0
NC(=O)c1ccsc1NC(=O)COC(=O)c1ccncc1
    -4	-1.7	14	24	-5	1.4	1	-4	-3	-6
COc1ccc(N2CCN(c3ccc(S(=O)(=O)N(C(C)C)C(C)C)cn3)CC2)cc1
    -1	-0.8	3	x	10	-1.3	0	-1	0	4
CCOCc1c(C(=O)NCC(c2ccco2)N2CCCC2)oc2ccccc12 (stereo not drawn)
    -4	-0.9	-3	5	1	-0.5	-1	-6	2	-2
OCc1nc2nc(Cl)c(Cl)nc2[nH]1
    -15	-3.1	2	7	-10	-4.4	2	-1	-1	-1
Cc1ccc(OCCC(=O)Nc2ccc(C)c(F)c2)cc1
    -3	-0.2	0	14	5	0.0	-12	-4	x	5
CC(=O)Nc1cccc(C(=O)OCC(=O)NC2CCCCCCC2)c1
    0	-3.6	-21	-2	2	-1.0	3	0	x	4
O=C(Nc1nnc(S(=O)(=O)N2CCOCC2)s1)c1ccccc1F
    -3	1.3	-2	17	-5	-2.4	1	-7	0	7
COc1ccc2c(c1OC)C(=O)OC2CC(=O)c1ccc(N(C)C)cc1 (stereo not drawn)
    9	-0.1	-3	10	-18	-0.2	-2	-2	-3	2
CCn1c(CCC(=O)N(C)CC(=O)Nc2cccc(F)c2)nc2cc(S(=O)(=O)N(C)C)ccc21
    -4	-3.0	-2	-16	0	2.9	0	-5	-1	-6
CC(C)CCNC(=O)CCc1nnc(Cc2c[nH]c3ccccc23)o1
    -10	-2.0	3	15	x	-1.0	-3	-6	-3	3
O=C(CCCCCNS(=O)(=O)c1ccc(Br)cc1)NCCN1CCOCC1
    -3	-0.4	3	1	8	-0.8	-2	-1	-1	2
CC(=O)c1cccc(NC(=O)COC(=O)CCc2ccc(S(=O)(=O)N3CCOCC3)cc2)c1
    -6	1.1	7	9	5	1.2	2	-2	x	0
CC1CCC2=NN(C(=O)c3ccco3)C(O)(C(F)(F)F)C2C1 (stereo not drawn)
    -3	0.2	6	0	4	0.0	-1	0	0	2
Brc1ccc(/C=C/C=N/Nc2nc3ccccc3s2)cc1
    -3	x	9	2	1	1.6	0	1	-2	6
CN(C)C(=O)CSc1nnc(Cc2ccc3c(c2)OCO3)o1
    -2	-3.0	-12	30	1	-0.7	3	4	-5	0
COc1cccc(Oc2ccc(N)cn2)c1
    -6	-2.6	-8	19	-9	1.4	1	4	0	-3
Cc1nc(NC(CC(C)C)C(=O)O)c2nc(C)oc2n1 (stereo not drawn)
    5	x	9	5	8	1.2	-2	3	-1	3
Cc1ccc(NC(=O)CN(C)C(=O)COc2ccccc2-c2ccccc2)cc1
    -5	-0.5	0	8	1	-1.6	-4	2	-1	0
CC(Nc1nc(Nc2ccc(F)cc2)nc(SCC(N)=O)n1)c1ccccc1 (stereo not drawn)
    -6	-0.4	-8	-7	20	0.3	1	3	-5	1
CCC(C)C(=O)Nc1cc(C(=O)OC)cc(C(=O)OC)c1 (stereo not drawn)
    -8	-3.3	-6	-20	-5	0.2	-1	-2	-3	13

Next part; it opens with the two that closed the last part.
Below each SMILES – RTF Ca sens inh	CAL PDZ FP-1	PKA-R2B activ	SR-BI uptake up	Rtt109 Vps75	C-LANA FP	DAGLB inhibitor	Keap1-Nrf2 PPI	CAL PDZ FP-2	RTF Ca sens act
CC(Nc1nc(Nc2ccc(F)cc2)nc(SCC(N)=O)n1)c1ccccc1 (stereo not drawn)
    -6	-0.4	-8	-7	20	0.3	1	3	-5	1
CCC(C)C(=O)Nc1cc(C(=O)OC)cc(C(=O)OC)c1 (stereo not drawn)
    -8	-3.3	-6	-20	-5	0.2	-1	-2	-3	13
COc1cc(/C=C2\SC(=O)N(Cc3ccc(Cl)cc3)C2=O)cc([N+](=O)[O-])c1O
    7	x	-3	-5	4	0.1	12	-2	-4	-17
COc1ccc(-n2c(Cn3nnc4ccccc43)n[nH]c2=S)cc1
    -1	0.6	-6	9	1	1.2	-6	0	-3	-8
COc1cc(NC(=O)c2ccc(Br)cc2)c(OC)cc1NC(=O)c1ccccc1
    4	-0.3	4	-57	9	1.7	-2	-2	x	-6
NC(=O)C1(N2CCCCC2)CCN(C(=O)CSc2nc(C(F)(F)F)cc(=O)[nH]2)CC1
    2	1.1	-14	4	-11	-0.1	-1	-1	x	-6
O=C(NCc1csc(-c2cccs2)n1)c1ccccc1
    -5	-0.1	-4	9	-4	-1.9	-1	4	-3	1
CCOC(=O)CNC(=O)/C(=C\c1ccc(F)cc1)NC(=O)c1ccccc1
    -4	0.1	-2	2	-3	-0.1	-3	-1	-8	8
COc1ccc(Nc2ncnc3c2cnn3-c2cccc(C)c2)cc1OC
    -16	0.5	11	-7	5	0.5	-2	-9	-2	8
COc1ccc(OC)c(NC(=O)C2CCN(c3nc(C)cc(C)n3)CC2)c1
    -6	0.6	5	-17	-2	-0.1	1	-4	0	-1
CC1CCN(S(=O)(=O)c2ccc(C(=O)NCc3ccc4c(c3)OCO4)cc2)CC1
    1	-0.7	-7	-10	1	0.0	1	-3	-6	-9
CCOC(=O)c1c(C)n(C)c2ccc(O)c(CN3CCC(C)CC3)c12
    -3	-1.7	-1	-1	u	-0.3	-1	4	-2	3
COc1cc2c(cc1OC)C(CC(=O)O)N(C(=O)CC1CCCC1)CC2 (stereo not drawn)
    -18	-1.6	-11	x	-6	0.6	1	-2	-16	-2
CCNC(=S)Nc1ccccc1-c1ccccc1
    0	-1.1	-9	-6	-6	-2.6	1	-1	-6	2
O=C(O)CCCn1cc(NC(=O)c2cccc(F)c2)cn1
    -6	0.4	6	-8	3	-0.3	1	-2	3	5
CC(C)CNC(=O)CSc1nnc(-c2ccccn2)n1Cc1ccccc1
    -9	-2.1	-9	-17	x	-1.4	5	-2	-2	5
CCOC(=O)c1cnc(COc2ccccc2Cl)[nH]c1=O
    -7	0.0	-6	19	1	-4.0	-2	0	-3	1
NC(=O)c1ccc(OCC(=O)N2CCNC2=O)cc1
    -12	1.0	-6	10	-3	0.5	-1	-3	-2	-1
Cn1cc([N+](=O)[O-])c(C(=O)Nc2nc(-c3ccc(Cl)cc3)cs2)n1
    -3	x	-1	-46	7	3.9	0	1	-1	1
COn1c(C)c(C(C)=O)c2c3no[n+]([O-])c3ccc21
    -3	-0.2	-1	-25	-3	-3.3	-1	1	-7	-4
CCC1(c2ccccc2)SC(=O)NC1=O (stereo not drawn)
    -1	0.5	-9	-9	6	3.4	-2	-2	-2	-6
Fc1ccc(CCNC(=S)Nc2ccc(F)c(Cl)c2)cc1
    -4	-0.6	-7	-14	3	-1.6	0	-2	-5	-3
CCN1CCN(C(=O)CS(=O)Cc2nc(-c3cccc(C)c3)oc2C)CC1 (stereo not drawn)
    -7	-3.8	3	17	-5	-1.1	2	-1	-2	2
O=C(Nc1ccccc1)Nc1cc(S(=O)(=O)N2CCOCC2)ccc1N1CCCC1
    -5	-0.7	-10	8	1	0.0	-1	2	0	1
COC(=O)CCC(C(=O)CN1C(=O)c2ccccc2C1=O)N1C(=O)c2ccccc2C1=O (stereo not drawn)
    -5	-0.4	-2	7	-5	0.9	1	0	-2	-2
Cc1cc(C)nc(/N=C(\N)Nc2cc([N+](=O)[O-])ccc2C)n1
    -13	0.1	5	-13	3	-2.0	-1	-6	-3	1
O=C(O)C1CC1C(=O)Nc1cc(F)ccc1F (stereo not drawn)
    2	-0.7	2	-3	-11	-1.7	-2	-4	-3	-1
COc1cccc(CN2CC(C(=O)NC3CCC(O)CC3)CCC2=O)c1 (stereo not drawn)
    -7	-1.1	3	-3	6	-0.2	2	0	-3	-3
CCOc1ccc(NC(=O)CCC(=O)NNC(=O)COc2ccccc2C)cc1
    x	-0.8	x	-23	-3	1.1	x	7	0	x
CN(c1ccc(C(=O)N2CCN(c3ccccc3F)CC2)cc1)S(=O)(=O)c1ccccc1
    -12	-0.3	-10	-3	4	-0.2	0	2	-4	-4
Cc1nc(C(=O)N(C)C)nn1-c1cc(Cl)cc(Cl)c1
    -6	-1.1	3	x	11	-0.5	-2	3	-2	-2
CC1CCN(CCc2nc3cc(NC(=O)Nc4ccccc4)ccc3n2C)CC1
    1	-0.5	9	19	x	1.0	-1	-1	-5	2
CCNC(=S)N1CCN(S(=O)(=O)c2ccc(C)c(C)c2)CC1
    -9	-3.0	-6	20	15	-1.2	1	-4	0	-5
COc1ccc(N2CCN(C(CNC(=O)c3cccc(Cl)c3)c3cccnc3)CC2)cc1 (stereo not drawn)
    -8	-0.4	-10	-18	5	-1.9	3	3	1	2
CCSc1nc(O)c(Cc2ccccc2)c(=O)[nH]1
    -13	-1.1	-11	-3	-13	-2.2	-1	-3	5	2
O=c1c2cccnc2n(-c2ccccc2)n1Cc1ccc(Cl)cc1
    3	-1.1	-3	6	-49	-0.2	-11	-1	2	3
